TMEM16A inh = inhibitors of mouse TMEM16A calcium-activated chloride channel | Q8BHY3 | HEK293 TMEM16A/YFP iodide influx fluorescence, ionomycin | normalized B-score (activity score, 25-100; higher = stronger inhibition) at 10 µM | 310,000 compounds, 1.2% hits;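 active means ratio plate-corrected score three or more library SD toward inhibition, starting fluorescence score within five deviations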;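 further: score derived from kinetic fluorescence span divided by baseline fluorescence per well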
SKKanGAS inh = SKKanGAS growth inhibition. 300,000 compounds, 1.3% hits. inhibition, % at 7.5 µM. S. pyogenes SKKanGAS, kanamycin growth, BacTiter-Glo, 6 h;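 active means mean replicate score, as percent of positive control median, at least 50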;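 further: strain carries kanamycin resistance gene driven by streptokinase promoter and grows in 40 µg/ml kanamycin; loss of luminescence reflects streptokinase promoter inhibition or plain growth inhibition; 0% = median of DMSO wells and 100% = positive control at its reference dose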
KCNQ1 inh = blocks the human KCNQ1 potassium channel; P51787; B-score at 10 µM; 310,000 compounds, 1.3% hits; CHO-K1 KCNQ1, FluxOR thallium flux fluorescence; hits give high values;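 active means compounds whose thallium flux B-score, printed positive for inhibition, exceeds three library SD while starting fluorescence stays within three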;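 further: channel opened by potassium depolarization with thallium stimulus after 20 min compound exposure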
Target sequence (P51787 whole entry, looked up): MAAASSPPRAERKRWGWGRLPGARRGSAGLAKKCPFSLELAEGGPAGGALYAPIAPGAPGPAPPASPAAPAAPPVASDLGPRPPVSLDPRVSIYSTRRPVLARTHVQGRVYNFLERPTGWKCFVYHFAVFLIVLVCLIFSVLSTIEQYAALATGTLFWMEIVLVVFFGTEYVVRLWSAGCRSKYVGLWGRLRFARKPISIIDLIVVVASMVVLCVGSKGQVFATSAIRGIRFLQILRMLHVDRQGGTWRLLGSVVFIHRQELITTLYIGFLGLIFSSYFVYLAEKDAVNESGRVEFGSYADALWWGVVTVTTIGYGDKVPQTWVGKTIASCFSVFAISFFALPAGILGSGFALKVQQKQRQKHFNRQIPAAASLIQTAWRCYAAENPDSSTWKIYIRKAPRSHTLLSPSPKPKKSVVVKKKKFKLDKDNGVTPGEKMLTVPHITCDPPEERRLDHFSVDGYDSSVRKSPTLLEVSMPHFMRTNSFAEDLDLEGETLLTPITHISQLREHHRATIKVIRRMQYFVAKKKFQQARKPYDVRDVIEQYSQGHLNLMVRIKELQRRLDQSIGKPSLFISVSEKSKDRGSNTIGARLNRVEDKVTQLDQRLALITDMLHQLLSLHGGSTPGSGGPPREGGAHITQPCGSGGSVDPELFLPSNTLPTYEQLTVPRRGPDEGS
RGS4 pot = potentiators or activators of RGS4; 310,000 compounds, 0.92% hits; B-score at 10 µM; HEK293 M3R/inducible RGS4, carbachol calcium flux Fluo4; hits give low values; AID 463111;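 active means B-score of the integrated calcium signal more than 4 SD below the library mean, with starting fluorescence not abnormally high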;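 further: negative B-score means reduced calcium response which marks RGS4 activation or potentiation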
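Also added: carbachol at ECmax as muscarinic agonist stimulus; Assay system: HEK293 cells with stable M3R and inducible RGS4; Timing: overnight RGS4 induction, 30 min dye load 37 °C, 20 min compound RT; Measured by: Fluo4-AM (2 µM) calcium-flux fluorescence, kinetic read.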
TMEM16A act = activators or potentiators of mouse TMEM16A chloride channel; Q8BHY3; HEK293 TMEM16A/YFP-H148Q/I152L, iodide quench fluorescence; hits give low values; B-score at 10 µM; 340,000 compounds, 0.3% hits;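 active means fluorescence-ratio B-score plate-corrected deviation score at least 3 library SD below zero, with starting fluorescence score within 5 deviations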;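 further: channel opened by trigger with iodide after compound preincubation; score built on the fluorescence ratio of max minus min over baseline; more negative score means more quench and so TMEM16A activation or potentiation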
RGS4 block = inhibitors of human RGS4; P49798; HEK293 M3R/RGS4 inducible, Fluo-4 calcium flux; hits give high values; triggered by carbachol at its EC20; B-score at 10 µM; 310,000 compounds, 0.45% hits;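 active means B-score, a plate-corrected calcium signal, over three deviations above library mean, with baseline fluorescence within five deviations of library mean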;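 further: RGS4 expression induced by doxycycline in cells with stable M3 receptor; B-score is computed from the integrated fluorescence ratio over baseline after carbachol; higher B-score means a larger calcium signal and so more RGS4 inhibition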
KCNQ1 pot = potentiates or activates the human KCNQ1 potassium channel; B-score at 10 µM; 310,000 compounds, 0.35% hits; CHO-K1 KCNQ1, thallium flux FluxOR fluorescence; hits give high values;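 active means fluorescence ratio B-score, a plate-corrected score, at least three library SD, with initial intensity B-score within 5 SD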
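assay system = KCNQ1-transfected CHO-K1 cells | medium = assay buffer with matched DMSO | probe or stimulus = depolarizing K+/Tl+ stimulus, K2SO4 and Tl2SO4 each 12.5 mM in 5x stock | dosing = single dose | incubation = dye 90 min, compound 20 min, room temperature | detection = kinetic FluxOR fluorescence, 10 s baseline plus 110 s post-stimulus | evaluation = ratio B score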
hERG rescue = shields human hERG channel from block by proarrhythmic agents; CHO-hERG, FluxOR thallium flux, dofetilide IC70 present; activation (rescue from dofetilide block), less the hit threshold, % at 10 µM; 310,000 compounds, 0.51% hits;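 active means activation above the mean of controls blocked by dofetilide plus 5 SD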;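 further: thallium influx through hERG after potassium depolarization seen as dye fluorescence rise; in these data hits start at about 4.7%; inactives centre near -7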
KCNK9 block = blocks the human KCNK9 two-pore domain potassium channel; Q9NPC2; HEK293 KCNK9, FluxOR thallium flux fluorescence; hits give low values; B-score at 10 µM; 310,000 compounds, 1.2% hits; AID 488922;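 active means ratio B-score over 3 SD below the library mean, with starting fluorescence within 5 SD of its mean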;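 further: negative B-score means less thallium flux so channel inhibition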
Target sequence (Q9NPC2 whole entry, looked up, the tested form may be a part): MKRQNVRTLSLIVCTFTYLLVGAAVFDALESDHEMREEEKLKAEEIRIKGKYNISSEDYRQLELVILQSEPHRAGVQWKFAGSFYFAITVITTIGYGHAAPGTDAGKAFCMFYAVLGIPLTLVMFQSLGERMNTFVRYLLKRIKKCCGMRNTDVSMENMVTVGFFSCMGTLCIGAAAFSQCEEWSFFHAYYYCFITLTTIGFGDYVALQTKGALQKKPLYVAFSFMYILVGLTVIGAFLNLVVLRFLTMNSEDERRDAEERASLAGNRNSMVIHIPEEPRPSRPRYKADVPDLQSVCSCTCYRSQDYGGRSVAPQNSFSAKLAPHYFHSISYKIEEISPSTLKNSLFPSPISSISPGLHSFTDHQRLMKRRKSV
KCNK3 inh = human KCNK3 channel inhibition, primary screen; O14649; CHO-KCNK3 thallium flux, FluxOR fluorescence; hits give low values; B-score at 10 µM; 340,000 compounds, 0.84% hits;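 active means B-score under library mean minus 4 SD, starting fluorescence ratio at most library mean plus 5 SD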;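 further: more negative B-score means stronger inhibition of thallium flux through KCNK3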
HDAC3 inh = blocks human histone deacetylase 3; O15379; recombinant HDAC3, fluorogenic peptide/trypsin coupled, fluorescence; inhibition, % at 8.3 µM; 320,000 compounds, 0.15% hits; in the data active means inhibition above about 26%, passing the limit was not always enough
Numbers without * were called inactive.

How did O=C(Cc1ccccc1[N+](=O)[O-])Nc1cccc(S(=O)(=O)NC2=NCCCCC2)c1 do in these assays?
TMEM16A inh: inactive; SKKanGAS inh: 49; KCNQ1 inh: inactive; RGS4 pot: inactive; TMEM16A act: inactive; RGS4 block: inactive; KCNQ1 pot: inactive; hERG rescue: -11; KCNK9 block: inactive; KCNK3 inh: inactive; HDAC3 inh: 3

What do the screens show for `COc1ccc(S(=O)(=O)N(C)CC(=O)Nc2ccc3c(c2)OCCO3)cc1OC`?
TMEM16A inh: inactive; SKKanGAS inh: -1; KCNQ1 inh: inactive; RGS4 pot: inactive; TMEM16A act: inactive; RGS4 block: inactive; KCNQ1 pot: inactive; hERG rescue: -4; KCNK9 block: inactive; KCNK3 inh: inactive; HDAC3 inh: 3

What do the screens show for `CCc1nc(N2CCN(C(=O)c3ccco3)CC2)c2c3c(sc2n1)CCCC3`?
TMEM16A inh: inactive; SKKanGAS inh: 2; KCNQ1 inh: inactive; RGS4 pot: inactive; TMEM16A act: inactive; RGS4 block: inactive; KCNQ1 pot: inactive; hERG rescue: -15; KCNK9 block: -10*; KCNK3 inh: inactive; HDAC3 inh: 3

Results for COc1cccc(CN2CC(C(=O)N3CCOCC3)CCC2=O)c1 (stereo not given) ?
TMEM16A inh: inactive; SKKanGAS inh: 2; KCNQ1 inh: inactive; RGS4 pot: inactive; TMEM16A act: inactive; RGS4 block: inactive; KCNQ1 pot: inactive; hERG rescue: -7; KCNK9 block: inactive; KCNK3 inh: inactive; HDAC3 inh: -2

How did Cc1ccc(O)c(-c2cc(C(F)(F)C(F)F)[nH]n2)c1 do in these assays?
TMEM16A inh: inactive; SKKanGAS inh: -13; KCNQ1 inh: 6*; RGS4 pot: inactive; TMEM16A act: inactive; RGS4 block: inactive; KCNQ1 pot: inactive; hERG rescue: -16; KCNK9 block: inactive; KCNK3 inh: inactive; HDAC3 inh: 12

How did COc1ccc(C(=O)Nc2c(N)nc(SCC(=O)Nc3ccc(NC(C)=O)cc3)[nH]c2=O)cc1 do in these assays?
TMEM16A inh: inactive; SKKanGAS inh: -11; KCNQ1 inh: inactive; RGS4 pot: inactive; TMEM16A act: inactive; RGS4 block: inactive; KCNQ1 pot: inactive; hERG rescue: 0; KCNK9 block: inactive; KCNK3 inh: inactive; HDAC3 inh: -1

Results for CC1(C)NC(=O)N(CC(O)CN(c2ccccc2)S(=O)(=O)c2ccccc2[N+](=O)[O-])C1=O (stereo not given) ?
TMEM16A inh: inactive; SKKanGAS inh: 1; KCNQ1 inh: inactive; RGS4 pot: inactive; TMEM16A act: inactive; RGS4 block: inactive; KCNQ1 pot: inactive; hERG rescue: 0; KCNK9 block: inactive; KCNK3 inh: inactive; HDAC3 inh: 3

Results for CCOC(=O)CC1C(=O)NCCN1S(=O)(=O)c1ccc(F)cc1 (stereo not given) ?
TMEM16A inh: inactive; SKKanGAS inh: 3; KCNQ1 inh: inactive; RGS4 pot: inactive; TMEM16A act: inactive; RGS4 block: inactive; KCNQ1 pot: inactive; hERG rescue: -7; KCNK9 block: inactive; KCNK3 inh: inactive; HDAC3 inh: -6

Results for Cc1cc(C)n(C(=O)CNC(=O)c2cccc(F)c2)n1 ?
SKKanGAS inh: -6; KCNQ1 inh: inactive; RGS4 pot: inactive; TMEM16A act: inactive; RGS4 block: inactive; KCNQ1 pot: inactive; hERG rescue: -5; KCNK9 block: inactive; KCNK3 inh: inactive

How did COc1ccc(CC(=O)NNC(=O)c2c(-c3ccccc3Cl)noc2C)cc1OC do in these assays?
TMEM16A inh: inactive; SKKanGAS inh: 3; KCNQ1 inh: inactive; RGS4 pot: inactive; TMEM16A act: inactive; RGS4 block: inactive; KCNQ1 pot: inactive; hERG rescue: -9; KCNK9 block: inactive; KCNK3 inh: inactive; HDAC3 inh: -7

What do the screens show for `Cc1ccc(NC(=O)COC(=O)/C=C/c2ccco2)cc1S(=O)(=O)N(C)C`?
TMEM16A inh: inactive; SKKanGAS inh: 8; KCNQ1 inh: inactive; RGS4 pot: inactive; TMEM16A act: inactive; RGS4 block: inactive; KCNQ1 pot: inactive; hERG rescue: -3; KCNK9 block: inactive; KCNK3 inh: inactive; HDAC3 inh: 5

Results for CCCCN(CCCC)S(=O)(=O)c1ccc(C(=O)Nc2nnc(CSC)o2)cc1 ?
TMEM16A inh: inactive; SKKanGAS inh: 106*; KCNQ1 inh: inactive; RGS4 pot: inactive; TMEM16A act: inactive; RGS4 block: inactive; KCNQ1 pot: inactive; hERG rescue: -1; KCNK9 block: inactive; KCNK3 inh: inactive; HDAC3 inh: 7

What do the screens show for `COC(=O)C1(Cc2ccccc2)NC(c2ccc(F)cc2)C2C(=O)N(C)C(=O)C21` (stereo not given)?
TMEM16A inh: inactive; SKKanGAS inh: 4; KCNQ1 inh: inactive; RGS4 pot: inactive; TMEM16A act: inactive; RGS4 block: inactive; KCNQ1 pot: inactive; hERG rescue: 0; KCNK9 block: inactive; KCNK3 inh: inactive; HDAC3 inh: -1

How did Cc1cccc2nc(C(F)(F)F)nc(=O)n12 do in these assays?
TMEM16A inh: inactive; SKKanGAS inh: -4; KCNQ1 inh: inactive; RGS4 pot: inactive; TMEM16A act: inactive; RGS4 block: inactive; KCNQ1 pot: inactive; hERG rescue: -4; KCNK9 block: inactive; KCNK3 inh: inactive; HDAC3 inh: -7

How did CC(C)C[C@H]1CN=C(Nc2ccccc2)N1CC1CCCC1 do in these assays?
TMEM16A inh: inactive; SKKanGAS inh: 0; KCNQ1 inh: inactive; RGS4 pot: inactive; TMEM16A act: inactive; RGS4 block: inactive; KCNQ1 pot: inactive; hERG rescue: 2; KCNK9 block: inactive; KCNK3 inh: inactive; HDAC3 inh: -3

How did CN1CCc2c(sc3c2c(=O)n(-c2ccc(Cl)cc2)c2nncn32)C1 do in these assays?
TMEM16A inh: inactive; SKKanGAS inh: 1; KCNQ1 inh: inactive; RGS4 pot: inactive; TMEM16A act: inactive; RGS4 block: inactive; KCNQ1 pot: inactive; hERG rescue: -7; KCNK9 block: inactive; KCNK3 inh: inactive; HDAC3 inh: -1

Results for COc1ccc(C2=CC(=O)C=CC2=O)cc1 ?
SKKanGAS inh: 5; KCNQ1 inh: inactive; RGS4 pot: inactive; RGS4 block: inactive; KCNQ1 pot: inactive; hERG rescue: -20; KCNK9 block: inactive

What do the screens show for `COc1ccc2nc(NC(=O)CSc3nc4cccnc4n3C)sc2c1`?
TMEM16A inh: inactive; SKKanGAS inh: -2; KCNQ1 inh: inactive; RGS4 pot: inactive; TMEM16A act: inactive; RGS4 block: inactive; KCNQ1 pot: inactive; hERG rescue: -2; KCNK9 block: inactive; KCNK3 inh: inactive; HDAC3 inh: -5

Results for CCOC(=O)NC(C(F)(F)F)(C(F)(F)F)P(=O)(c1ccccc1)c1ccccc1 ?
TMEM16A inh: inactive; SKKanGAS inh: 0; KCNQ1 inh: inactive; RGS4 pot: inactive; TMEM16A act: inactive; RGS4 block: inactive; KCNQ1 pot: inactive; hERG rescue: -5; KCNK9 block: inactive; KCNK3 inh: inactive; HDAC3 inh: 10

How did COC(=O)c1ccc(COc2ccc(C(=O)c3ccccc3)cc2)o1 do in these assays?
TMEM16A inh: inactive; SKKanGAS inh: 15; KCNQ1 inh: inactive; RGS4 pot: inactive; TMEM16A act: inactive; RGS4 block: inactive; KCNQ1 pot: inactive; hERG rescue: -3; KCNK9 block: inactive; KCNK3 inh: inactive; HDAC3 inh: 2

How did N#C/C(=C(/O)COC(=O)COc1cccc(Br)c1)c1nc2ccccc2[nH]1 do in these assays?
TMEM16A inh: inactive; SKKanGAS inh: 11; KCNQ1 inh: inactive; RGS4 pot: inactive; TMEM16A act: inactive; RGS4 block: inactive; KCNQ1 pot: inactive; hERG rescue: -11; KCNK9 block: inactive; KCNK3 inh: inactive; HDAC3 inh: -2

What do the screens show for `Cn1cc([N+](=O)[O-])c(C(=O)Nc2ccc(C3CCCCC3)cc2)n1`?
TMEM16A inh: inactive; SKKanGAS inh: 12; KCNQ1 inh: inactive; RGS4 pot: inactive; TMEM16A act: inactive; RGS4 block: inactive; KCNQ1 pot: inactive; hERG rescue: -17; KCNK9 block: inactive; KCNK3 inh: inactive; HDAC3 inh: -4

What do the screens show for `O=C(NC1CCCC1)C1CCC(=O)N1CCc1ccccc1` (stereo not given)?
TMEM16A inh: inactive; SKKanGAS inh: 2; KCNQ1 inh: inactive; RGS4 pot: inactive; TMEM16A act: inactive; RGS4 block: inactive; KCNQ1 pot: inactive; hERG rescue: -8; KCNK9 block: inactive; KCNK3 inh: inactive; HDAC3 inh: 7

What do the screens show for `CNC(=O)c1ccc(NC(=O)Cc2ccc(S(=O)(=O)N3CCOCC3)s2)cc1`?
TMEM16A inh: inactive; SKKanGAS inh: 1; KCNQ1 inh: inactive; RGS4 pot: inactive; TMEM16A act: inactive; RGS4 block: inactive; KCNQ1 pot: inactive; hERG rescue: -14; KCNK9 block: inactive; KCNK3 inh: inactive; HDAC3 inh: 4

How did CCCN1C2CCCC1CC(NC(=S)Nc1cccc(C)c1C)C2 (stereo not given) do in these assays?
TMEM16A inh: inactive; SKKanGAS inh: 4; KCNQ1 inh: inactive; RGS4 pot: inactive; TMEM16A act: inactive; RGS4 block: inactive; KCNQ1 pot: inactive; hERG rescue: -7; KCNK9 block: inactive; KCNK3 inh: inactive; HDAC3 inh: -1

Results for COc1ccc(NC(=O)Cn2c(=O)n(Cc3ccco3)c(=O)c3ccccc32)cc1 ?
TMEM16A inh: inactive; SKKanGAS inh: 0; KCNQ1 inh: inactive; RGS4 pot: inactive; TMEM16A act: inactive; RGS4 block: inactive; KCNQ1 pot: inactive; hERG rescue: -9; KCNK9 block: inactive; KCNK3 inh: inactive; HDAC3 inh: 2

Results for COc1cc(NC(=O)Cn2nc(C(F)(F)F)c3c2CCCC3)cc(OC)c1OC ?
TMEM16A inh: inactive; SKKanGAS inh: -2; KCNQ1 inh: inactive; RGS4 pot: inactive; TMEM16A act: inactive; RGS4 block: inactive; KCNQ1 pot: inactive; hERG rescue: -15; KCNK9 block: inactive; KCNK3 inh: inactive; HDAC3 inh: 10

Bioassay records deposited in PubChem BioAssay by several laboratories.
